Screening results (PubChem)
GCN5L2 inh – GCN5L2 (KAT2A) acetyltransferase inhibition. GCN5L2 HAT assay, ThioGlo1 CoA-SH fluorescence. Q92830. AID 504327. Potency, µM (top dose mostly 58.9 µM), for inactives: top-dose activity change, negative = inhibition, usual class: inhibitors. 0.21% of 390,000 active
Target sequence (Q92830 whole entry, looked up): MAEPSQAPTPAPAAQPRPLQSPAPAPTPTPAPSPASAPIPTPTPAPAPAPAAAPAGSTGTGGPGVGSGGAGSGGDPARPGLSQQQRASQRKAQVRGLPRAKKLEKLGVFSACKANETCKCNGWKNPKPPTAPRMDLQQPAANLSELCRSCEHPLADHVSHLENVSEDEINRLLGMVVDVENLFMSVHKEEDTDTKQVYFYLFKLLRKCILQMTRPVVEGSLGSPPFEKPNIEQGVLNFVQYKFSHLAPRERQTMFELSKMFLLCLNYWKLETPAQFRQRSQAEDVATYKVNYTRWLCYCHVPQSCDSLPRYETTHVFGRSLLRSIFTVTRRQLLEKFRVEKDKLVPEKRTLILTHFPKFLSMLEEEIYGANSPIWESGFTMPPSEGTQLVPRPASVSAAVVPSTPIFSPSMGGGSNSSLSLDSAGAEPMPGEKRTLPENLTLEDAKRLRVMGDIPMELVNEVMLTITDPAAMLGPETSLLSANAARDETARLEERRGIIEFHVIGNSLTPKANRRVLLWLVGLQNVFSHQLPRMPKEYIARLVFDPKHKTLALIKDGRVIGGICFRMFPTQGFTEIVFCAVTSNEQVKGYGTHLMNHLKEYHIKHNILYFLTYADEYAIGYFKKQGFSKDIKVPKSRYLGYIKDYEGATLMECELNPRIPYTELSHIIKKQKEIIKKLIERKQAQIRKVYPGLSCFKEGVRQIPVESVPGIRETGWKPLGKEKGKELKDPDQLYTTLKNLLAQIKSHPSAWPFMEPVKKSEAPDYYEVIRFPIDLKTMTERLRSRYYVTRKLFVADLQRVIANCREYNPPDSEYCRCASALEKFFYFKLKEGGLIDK
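Fluorescence readout, Ex340nm/Em540nm: ThioGlo1 (50uM final) reacts with free CoA thiol released as 20nM GCN5L2 acetylates H3(1-25) peptide (75uM) using acetyl-CoA (70uM). Compound and enzyme sat 15 min beforehand; 20 min room-temperature reaction.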
DT40 TDP1 CPT – DT40-hTDP1 cell growth loss with CPT; Potency, µM (top dose mostly 46.2 µM), for the others: at the highest dose activity change, negative = growth inhibition, usual class: inhibitors; 12% of 420,000 active; chicken DT40 Tdp1-/-;hTDP1 cells + 20 nM CPT, ATP luminescence, 48 h; further: nearly all actives have a fitted effect of over 55% in size
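Chicken DT40 Tdp1-/- cells complemented with human TDP1, 400 cells/well, exposed to compounds plus 20 nM camptothecin for at least 48 h at 37 C; viability read as ATP content by CellTiter-Glo luminescence.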
TDP1 cell noCPT – qHTS for Inhibitors of human tyrosyl-DNA phosphodiesterase 1 (TDP1): qHTS in cells in absence of CPT. DT40 Tdp1-/- hTDP1 cells, no CPT, ATP luminescence, 48 h. Potency, µM (series often up to 46.2 µM), for inactives: top-dose activity change, negative = growth inhibition, actives largely listed as inhibitors. 15% of 420,000 active; further: nearly all actives have a fitted effect of over 55% in size
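Readout: luminescence from CellTiter-Glo after 30 min in the dark at RT. Cells: DT40 Tdp1-/- with stable hTDP1, 400/well. Exposure: compounds alone, ≥48 hr, 37 °C.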
Numbers without * were called inactive; ? = inconclusive; . = no result given; [ ] = remark or other dose. The call rests on the fitted dose curve; in most records, active means well fitted curve in the direction sought with a large enough effect; inconclusive means small, poorly fitted or top-dose-only effect, or another doubt; inactive means no such curve, though single readings can be large; an effect the other way counts as inactive or inconclusive. On the % scale 0 is the no-effect control and ±100 the full control effect; potency means the concentration at half of the fitted maximal effect.

SMILES | GCN5L2 inh | DT40 TDP1 CPT | TDP1 cell noCPT
CN(Cc1cn(Cc2ccccc2)nn1)C1CN(Cc2cn(Cc3ccccc3)nn2)S(=O)(=O)C1 (stereo not given) | . | 1% | ?
COc1ccccc1C1=CC(=O)CC(C)(C)C1=O | -27% | 0% | -2%
O=C(NCC1CCCO1)C(=O)N/N=C/c1ccccc1C(=O)O (stereo not given) | 0% | 6% | -3%
Cc1csc[n+]1CCC1CCCCC1 | . | 20µM* | 10µM*
CN(C)S(=O)(=O)c1cccc(C(=O)NCC(C)(C)CNC(=O)c2cccc(S(=O)(=O)N(C)C)c2)c1 | -7% | -29% | ?
C=C1[C@@H](OC(C)=O)CC[C@]2(C)[C@@H]1C[C@@H]1C[C@H](OC(C)=O)C(C)=C([C@@H](OC(C)=O)[C@@H]2OC(C)=O)C1(C)C | -8% | ? | ?
COC(=O)C1=C(C)N(C)C(=O)NC1c1ccccc1 (stereo not given) | -3% | 10% | 5%
CCN(CCn1cccn1)Cc1cn[nH]c1-c1ccc(OC)cc1F | -4% | ? | ?
CCn1c(CNC(=O)COc2c(C)cccc2C)nnc1SCC(=O)Nc1nccs1 | -2% | -16% | ?
Cc1ccc(S(=O)(=O)NC(=O)NCc2ccc(F)cc2)cc1 | 15% | 51%[activator] | 3%
COc1cccc2c1OC1(C)CC2NC(=O)N1c1cccc(C(=O)Nc2ccc3c(c2)OCCO3)c1 (stereo not given) | 2% | ? | 18µM*
COc1cccc(-c2sc3ccc(OC)cc3c2-c2ccc(OC)cc2F)c1 | -7% | -9% | -18%
CCOC(=O)c1oc2cc(OCC(=O)OC)ccc2c(=O)c1-c1ccc(OC)c(OC)c1 | -17% | -12% | 8%
CC(C)COP(=O)(OCC(C)C)C(O)c1ccc(F)cc1 (stereo not given) | -1% | -15% | -18%
CCOc1ccc(NS(=O)(=O)c2ccc(C(=O)N(CC)CC(=O)NCc3cccs3)cc2)cc1 | 1% | ? | ?
CCCCNc1ncnc2c1cnn2-c1ccccc1 | -3% | 2.3µM* | 2.6µM*
O=C(Nc1ncc([N+](=O)[O-])s1)C1CCN(S(=O)(=O)c2cnc[nH]2)CC1 | -6% | 14% | -4%
O=C1Nc2ccc(I)cc2/C1=C/c1cc(Br)c(O)c(Br)c1 | 22µM* | 13µM* | ?
NS(=O)(=O)c1ccc(CCNC(=O)c2ccc3c(c2)OCCO3)cc1 | -3% | 1% | -10%
COc1ccc(NC(=O)NCc2ccc3c(c2)OCO3)c(OC)c1 | -4% | 10% | 3%
COC(=O)c1sccc1NC(=S)Nc1ccc(OC)cc1 | 3% | -5% | -8%
Cc1cc(NC(=O)c2ccc(F)cc2)n(C)n1 | -5% | 9% | -14%
Cc1cccc(NC(=S)NN(Cc2ccccc2)c2ccccc2)c1C | 1% | 25µM* | 16µM*
Cc1ccc(C(=O)N2CCN(c3ccc(C(F)(F)F)cn3)CC2)cc1 | -1% | -28% | ?
CCCc1cc(C(=O)NNC(=S)NCC2CCCO2)cs1 (stereo not given) | 16% | -2% | -15%

Three records picked at random from the list so far:
SMILES | GCN5L2 inh | DT40 TDP1 CPT | TDP1 cell noCPT
COC(=O)c1sccc1NC(=S)Nc1ccc(OC)cc1 | 3% | -5% | -8%
CN(Cc1cn(Cc2ccccc2)nn1)C1CN(Cc2cn(Cc3ccccc3)nn2)S(=O)(=O)C1 (stereo not given) | . | 1% | ?
CN(C)S(=O)(=O)c1cccc(C(=O)NCC(C)(C)CNC(=O)c2cccc(S(=O)(=O)N(C)C)c2)c1 | -7% | -29% | ?

(continued)
SMILES | GCN5L2 inh | DT40 TDP1 CPT | TDP1 cell noCPT
CC(C)(C)C(=O)C(Oc1cccc2nonc12)n1cncn1 (stereo not given) | -2% | -17% | -12%
N#Cc1c2n(c3c(=O)n(CC(=O)c4ccc([N+](=O)[O-])cc4)cnc13)CCCCC2 | -6% | ? | ?
COC(=O)c1sc(-c2ccccc2)cc1NC(=O)c1ccccc1 | 0% | -20% | -27%
COc1ccc(OCC(=O)N2CCN(C(=O)Cc3ccccc3)CC2)cc1 | -7% | -21% | 2%
O=C1c2ccccc2S(=O)(=O)N1CCOc1ccccc1 | -8% | -3% | 3%
CCOc1ccccc1NC(=O)CN1CCC(NC(=O)c2ccccc2)CC1 | ? | ? | ?
Cc1cc(C(=O)CSc2ccc3c(c2)OCCO3)c(C)n1C1CC1 | -1% | 2% | -21%
CC1CCN(S(=O)(=O)c2cccc(C(=O)NCc3cccs3)c2)CC1 | -2% | -26% | ?
CCOc1ccc(/C=N/NC(=O)c2ccccc2Cl)cc1CN1CC2CC(C1)c1cccc(=O)n1C2 (stereo not given) | 7% | ? | ?
O=C(O)c1ccccc1SCc1cn2cc(Br)ccc2n1 | -7% | 7% | -2%
Cc1cc(C)cc(Oc2coc3cc(OCC(=O)NC4CCCCC4)ccc3c2=O)c1 | -1% | ? | 21µM*
CCN(CC)c1ncnc2c1ncn2[C@H]1CN(Cc2ccc3c(c2)OCO3)C[C@@H](CO)O1 | . | ? | ?
Cc1cc(C)cc(NC(=O)N2CCC(NC(=O)c3ccc(F)cc3)CC2)c1 | -6% | -21% | -5%
CC(=O)Nc1ccc(NC(=O)C2CCCN(C(=O)c3ccc(Cl)cc3)C2)cc1 (stereo not given) | 2% | -8% | -28%
CC(C)C[C@H]1CN(CCCC[C@@H]2CNC(=O)C(=O)N2CCc2ccccc2)C(=O)C(=O)N1CCc1ccccc1 | . | 10% | -15%
COC(=O)c1ccc(CSc2c(C(C)C)cnc3c2c(=O)n(C)c(=O)n3C)cc1 | 0% | ? | 23µM*
C/C(=N\N=C1\NC(=O)C(CC(=O)Nc2ccc(C)c(Cl)c2)S1)C(C)(C)C (stereo not given) | -22% | 21% | 8%
C=CCOC(=O)C1=C[C@H](c2ccc(Br)cc2)[C@@H](CCCO)[C@H](OCC)O1 | 0% | ? | ?
CC(C)NC(=S)N/N=C/c1cccnc1 | -5% | ? | ?
CCc1nc2c(OCCOc3ccccc3)cccn2c1N(C=O)Cc1ccc(OC)cc1 | . | ? | ?
CC1OC(Nc2ccc(OC(F)(F)F)cc2)C(O)C(O)C1O (stereo not given) | 0% | -1% | -20%
CCCN(CC1CC1)C(=S)Nc1ccccc1F | 19% | -16% | -21%
O=C(Cn1ncc2c3ccccc3n(Cc3ccccc3)c2c1=O)N1CCCCCC1 | -3% | ? | ?
CCOC(=O)CC(NS(=O)(=O)c1cc(-c2cc(C)no2)ccc1C)c1ccc(C)cc1 (stereo not given) | 6% | 21µM* | 8.2µM*
S=c1[nH]c2cnccc2n1Cc1ccccc1 | 10% | 3% | -9%

2 consecutive entries out of the list so far, quoted:
SMILES | GCN5L2 inh | DT40 TDP1 CPT | TDP1 cell noCPT
CCOC(=O)CC(NS(=O)(=O)c1cc(-c2cc(C)no2)ccc1C)c1ccc(C)cc1 (stereo not given) | 6% | 21µM* | 8.2µM*
S=c1[nH]c2cnccc2n1Cc1ccccc1 | 10% | 3% | -9%

(continued)
SMILES | GCN5L2 inh | DT40 TDP1 CPT | TDP1 cell noCPT
Cc1cc(Cl)ccc1-c1nc(NCc2ccccc2)nc2ccsc12 | . | ? | ?
CCOc1ccc(C(C)=O)cc1CSc1nc(C)cc(C)n1 | -9% | ? | 7%
CN1CCN(S(=O)(=O)c2ccc(Sc3nnc(-c4cccs4)n3-c3ccccc3)nc2)CC1 | 0% | ? | ?
COc1ccccc1CN(C)CC(=O)Nc1ccc(Cl)cc1C(F)(F)F | -9% | 21µM* | 15µM*
CN=C1N[C@H](c2ccccc2)N(c2ccccc2)S1 | ? | ? | ?
CC(=O)Nc1ccc(NC(=O)CCCNC(=O)c2ccc(Cl)cc2)cc1 | -6% | -2% | -7%
Cc1ccc2c(c1)NC(=O)C(CC(=O)Nc1ccccc1Cl)O2 (stereo not given) | -4% | -18% | -27%
Cc1ccc(CNC(=O)c2ccc(NS(=O)(=O)c3cccs3)cc2)cc1 | -8% | -25% | 1%
Cn1c(SCc2ccccc2F)nc2c([nH]c3ccccc32)c1=O | 3% | ? | ?
Cc1ccc(Cn2nnc3c(=O)[nH]c(C4CCCN(C(=O)Nc5ccc(F)cc5F)C4)nc32)cc1 (stereo not given) | -8% | ? | -24%
CCOC(=O)c1c(NC(=O)CSc2n[nH]c(N)n2)sc(CC)c1C | -5% | -18% | -2%
O=C1CSC(c2ccccn2)N1c1ccc(Cl)c(Cl)c1 (stereo not given) | -3% | -8% | -6%
Brc1ccc(OCc2ccccc2)c(CNCc2ccncc2)c1 | -10% | 16µM* | ?
CCc1ccc(S(=O)(=O)NCCOc2cccc3cccnc23)cc1 | -1% | ? | -30%
Cn1c(SCC(=O)Nc2nc3c(s2)CCCC3)nnc1-c1ccccc1 | -1% | ? | -26%
O=C(CC[C@H]1O[C@@H](n2ccc(=O)[nH]c2=O)[C@H](O)[C@@H]1O)NCCc1c[nH]c2ccccc12 | . | 0% | 9%
O=C(CCCCn1c(=O)c2ccccc2n(Cc2ccccc2F)c1=O)NCc1ccccc1Cl | -1% | 8.2µM* | 5.2µM*
CC(C)C(=O)NC(=S)Nc1ccc(S(=O)(=O)N(C)C)cc1 | 0% | -15% | ?
CCCc1nc2c3ccccc3ccn2c1CC1CCCCC1 | . | ? | ?
CCCn1c(N2CCN(CC(=O)Nc3ccc4c(c3)OCCO4)CC2)nc2ccccc21 | 0% | -21% | -21%
Cc1ccc(C(=O)Nc2cccc(-c3ccc(N4CCOCC4)nn3)c2)cc1 | -2% | -17% | ?
COc1cccc(/C=N/NC(=O)c2cnn(-c3ccccc3)c2N)c1 | -4% | ? | 21µM*
Cc1ccc(C(=O)NCC2CCCO2)cc1N1CCCC1=O (stereo not given) | 32%[activator] | ? | ?
Fc1ccc(CSc2ccc3nnc(-c4cccnc4)n3n2)cc1 | 0% | 16µM* | 16µM*
CCN(CC)S(=O)(=O)c1ccc(C(=O)NNC2=NS(=O)(=O)c3ccccc32)cc1 | -21% | -6% | 6%

The final 5 compounds of the part above open the next one.
SMILES | GCN5L2 inh | DT40 TDP1 CPT | TDP1 cell noCPT
Cc1ccc(C(=O)Nc2cccc(-c3ccc(N4CCOCC4)nn3)c2)cc1 | -2% | -17% | ?
COc1cccc(/C=N/NC(=O)c2cnn(-c3ccccc3)c2N)c1 | -4% | ? | 21µM*
Cc1ccc(C(=O)NCC2CCCO2)cc1N1CCCC1=O (stereo not given) | 32%[activator] | ? | ?
Fc1ccc(CSc2ccc3nnc(-c4cccnc4)n3n2)cc1 | 0% | 16µM* | 16µM*
CCN(CC)S(=O)(=O)c1ccc(C(=O)NNC2=NS(=O)(=O)c3ccccc32)cc1 | -21% | -6% | 6%
O=C(COC(=O)CN1C(=O)NC2(CCCCC2)C1=O)Nc1cc(F)ccc1F | -7% | ? | -4%
CSc1cccc(NC(=S)N2CCC(N(C)C3CCCC3)CC2)c1 | 0% | -6% | 0%
O=C(N/C(=C\c1ccccc1)C(=O)N1CCOCC1)c1ccco1 | -3% | 12% | 2%
Cc1nc2ccccc2n1C(=O)N(C)C | -6% | 9% | -4%
C/C(CC(=O)Nc1ccc(OCc2ccccc2)cc1)=N\NC(=O)C(=O)Nc1ccc(C)c(Cl)c1 | 0% | ? | 18µM*
CCOC(=O)c1cccc(NC(=O)CC2C(=O)N(c3ccc(OC)cc3)C(=O)N2C2CCCC2)c1 (stereo not given) | -2% | 23µM* | 23µM*
COc1ccc(C(=O)NNC(=O)CCC(=O)NNC(=O)c2ccc(OC)cc2)cc1 | -3% | -12% | -9%
CN(C)CC/C=C1/c2cc(F)ccc2CSc2ccc(F)cc21 | -1% | ? | -7%
Cc1cc(NC(=O)CCC(=O)N(CC(=O)NCC2CCCO2)c2ccc(F)c(Cl)c2)no1 (stereo not given) | -2% | 11% | -3%
CCN1C(=O)[C@H]2[C@@H](c3ccc(C)cc3)N[C@]3(CCCN(Cc4ccc(F)cc4)C3=O)[C@H]2C1=O | . | ? | ?
CCNC(=O)C1CCCN(C(=O)c2cccc(C#N)c2)CC1 (stereo not given) | . | -6% | -2%
C/C=C/C(=O)OCC(=O)Nc1ccccc1Br | -2% | 1% | 4%
COc1cccc(C(C)(O)c2nc(-c3cccc(C(C)C)c3)cs2)c1 (stereo not given) | . | ? | 23µM*
Cc1ccc(S(=O)(=O)NNC(=O)C(O)(c2ccccc2C)c2ccccc2C)cc1 | -3% | -12% | ?
O=C(NC1CCCC1)C(c1ccccc1)N(Cc1cccnc1)C(=O)Cc1cccs1 (stereo not given) | 0% | 4% | -3%
CC(C)N1CC(C(=O)Nc2cccc([N+](=O)[O-])c2)CC1=O (stereo not given) | -3% | -9% | -22%
O=C(/C=N/O)NCC1CCNCC1 | -3% | -10% | 0%
COc1cc(NC(=O)C(C)C)ccc1NC(=O)c1cc2ccccc2o1 | -5% | ? | ?
C/C(=C\C(=O)c1ccncc1)Nc1ccccc1O | -10% | ? | ?
